KCNH2 3.1 inh: KCNH2 3.1 (human) potassium channel inhibition; 0.95% of 340,000 active; U2OS KCNH2 3.1, thallium flux FluxOr; hits give low values; activity change, % (tested at about 1.8 µM);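 active = maximum activity change below -70%; inconclusive = maximum activity change from -70% to -50%; inactive = maximum activity change above -50%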;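 note: thallium influx rate constant from kinetic fluorescence after stimulation buffer; % is set by controls: 0 for no effect and ±100 for the full control effect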
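Virally transduced U2OS (3.1 isoform, 4 h infection in dark at RT) → overnight 37 C → FluxOr + Red40 in HBSS/HEPES, 45 min → stimulation buffer, 2 min kinetic read → rate constant vs DMSO controls.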
TRPV1 agonist: activates the human vanilloid receptor TRPV1. activation, % at 8.33 µM. 0.19% of 320,000 active. TRPV1-expressing cells, Fluo-8 calcium influx, agonist mode. Q8NER1; in the data active = activation above about 80%; inconclusive = between about 30% and that limit; note: 0% is about no effect
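Cells expressing TRPV1 were dye-loaded with Fluo-8 and read kinetically: 10 s baseline, 3 min after compound (agonist portion), then 2 min after EC20 capsaicin (allosteric enhancer portion). Calcium-bound dye fluorescence at 480/520 nm.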
MBNL1 CUG block: blocks human MBNL1 binding to CUG repeat RNA; Q9NR56; TR-FRET MBNL1-His/biotin-(CUG)12 binding, 665/545 ratio; Potency, µM (top dose mostly 57.5 µM), for inactives: at the highest dose activity change, negative = inhibition, usual class: inhibitors; 0.036% of 280,000 active; active = well fitted inhibition curve with a large enough effect in the signal ratio, with a control signal flat, not every such curve was filed as active; inconclusive = small, poorly fitted or top-dose-only effect, or effect the other way, or a change in a side signal; inactive = no such curve, though single readings can be large or run the other way; the % refers to the signal ratio; note: potency is the fitted concentration of half-maximal effect; % is set by controls: 0 for no effect and ±100 for the full control effect
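TR-FRET between His-tagged MBNL1 and biotin-(CUG)12 RNA, detected with Tb anti-His antibody (0.055 ng/ul) and streptavidin-XL665 (5 nM), 60 min at room temperature. Compounds titrated 92 nM to 58 uM; 665/545 nm ratio normalized to buffer and complex controls.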
ASM inhibitor: inhibitors of human secretory acid sphingomyelinase; 0.006% of 340,000 active; Potency, µM (doses to about 57.5 µM), without a hit: at the highest dose activity change, negative = inhibition, hits mostly inhibitors; P17405; placental ASM, HMU-PC fluorogenic substrate, 60 min; note: potency is the fitted concentration of half-maximal effect
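Human placenta-derived ASM preincubated with compound 10 min at room temperature, then reacted with 9 uM (final) fluorogenic HMU-PC substrate for 60 min at 37 C. Stop solution raises pH to 10; fluorescence read at Ex 386/Em 447 nm.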
CXXC DNA block: inhibitors of human MLL CXXC domain-DNA interaction; Potency, µM (doses to about 115 µM), without a hit: at the highest dose activity change, negative = inhibition, usual class: inhibitors; MLL-CXXC / FITC-HOXA9 DNA fluorescence polarization; 0.037% of 290,000 active; active = well fitted inhibition curve with a large enough effect in the polarisation, with a control signal flat, not every such curve was filed as active; inconclusive = small, poorly fitted or top-dose-only effect, or effect the other way, or a change in a side signal; inactive = no such curve, though single readings can be large or run the other way; the % refers to the polarisation; note: potency is the fitted concentration of half-maximal effect
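Fluorescence polarization: 7 uM MLL-CXXC (stock) preincubated 5 min with compounds, then 50 nM fluorescein-HOX-A9 DNA (stock) added; 30 min ambient. Buffer 50 mM Tris-HCl pH 7.5, 50 mM NaCl, 1 mM DTT, 0.05% BSA.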
GALK inh: inhibitors of human galactokinase; Purified GALK, Kinase-Glo residual ATP luminescence; Potency, µM (titrated, usually from 57.5 µM), for inactives: at the highest dose activity change, negative = inhibition, hits mostly inhibitors; 0.007% of 270,000 active; AID 1868; note: potency is the fitted concentration of half-maximal effect; % is set by controls: 0 for no effect and ±100 for the full control effect
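Human GALK (5 nM) with 35 uM ATP and 100 uM galactose in 20 mM HEPES pH 8.0, 5 mM MgCl2, 60 mM NaCl, 1 mM DTT, 0.01% BSA. After 1 h at room temperature, leftover ATP was read by Kinase-Glo Plus luminescence.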
AT treatment: potential ataxia-telangiectasia treatment. […] A-T fibroblasts, KAP-1 phosphorylation AlphaLISA; neocarzinostatin DNA damage 30 min before lysis. Potency, µM (doses to about 57.5 µM), without a hit: top-dose activation, hits mostly activators. 0.19% of 320,000 active; note: potency is the fitted concentration of half-maximal effect; % of control where 0% means no effect; nearly all actives have a fitted effect of over 45% in size
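ATM-like activity read as KAP-1 phosphorylation via AlphaLISA donor/acceptor antibody pairs after lysis and 6 hr at 25C. Cells were ATM-null patient fibroblasts ([…], hTERT), dosed 60 min, then exposed to the DSB inducer NCS for 30 min.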
FBPA coupling cs: coupling enzyme interference in Giardia aldolase counter-screen. coupling enzyme system counterscreen, AmpLite Red fluorescence. activity change, negative = inhibition, % at 58.2 µM, hits read low. 0.67% of 290,000 active; in the data active = activity change below about -30%; note: % is set by controls: 0 for no effect and ±100 for the full control effect
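Activity here indicates interference with the coupling reaction, not aldolase inhibition. Compounds at 57.5 uM final met coupling enzymes for 10 min at RT; substrate and AmpLite Red detection followed, with a 525/598 nm fluorescence read after 20 min.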
Integrin act MD: activates integrin-mediated alleviation for muscular dystrophy; 0.064% of 350,000 active; Potency, µM (series often up to 38.3 µM), for the others: at the highest dose activation, most hits filed as activators; alpha7betagal myoblasts, beta-gal FDG fluorescence, 48 h; AID 624291;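 note: potency is the fitted concentration of half-maximal effect; 100% = response of the positive control SU9516; nearly all actives have a fitted effect of over 60% in size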
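Alpha7betagal+/- myoblasts (passage 13) were plated 16-24 hr, then exposed to compounds (1:260 dilution of DMSO stock) for 48 hours at 37C. After MPER lysis, β-galactosidase reporter activity was read as FDG fluorescence (ex 480/em 540) after 30 minutes.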
hERG WT inh: inhibitors of human wildtype KCNH2 potassium channel; U2OS, BacMam KCNH2, thallium flux FluxOr; hits give low values; Q12809; activity change, % at 1.84 µM; 0.37% of 340,000 active;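 active = maximum activity change below -70%; inconclusive = maximum activity change between -70% and -50%; inactive = maximum activity change above -50%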; note: % is set by controls: 0 for no effect and ±100 for the full control effect
Target sequence (Q12809 whole entry, looked up): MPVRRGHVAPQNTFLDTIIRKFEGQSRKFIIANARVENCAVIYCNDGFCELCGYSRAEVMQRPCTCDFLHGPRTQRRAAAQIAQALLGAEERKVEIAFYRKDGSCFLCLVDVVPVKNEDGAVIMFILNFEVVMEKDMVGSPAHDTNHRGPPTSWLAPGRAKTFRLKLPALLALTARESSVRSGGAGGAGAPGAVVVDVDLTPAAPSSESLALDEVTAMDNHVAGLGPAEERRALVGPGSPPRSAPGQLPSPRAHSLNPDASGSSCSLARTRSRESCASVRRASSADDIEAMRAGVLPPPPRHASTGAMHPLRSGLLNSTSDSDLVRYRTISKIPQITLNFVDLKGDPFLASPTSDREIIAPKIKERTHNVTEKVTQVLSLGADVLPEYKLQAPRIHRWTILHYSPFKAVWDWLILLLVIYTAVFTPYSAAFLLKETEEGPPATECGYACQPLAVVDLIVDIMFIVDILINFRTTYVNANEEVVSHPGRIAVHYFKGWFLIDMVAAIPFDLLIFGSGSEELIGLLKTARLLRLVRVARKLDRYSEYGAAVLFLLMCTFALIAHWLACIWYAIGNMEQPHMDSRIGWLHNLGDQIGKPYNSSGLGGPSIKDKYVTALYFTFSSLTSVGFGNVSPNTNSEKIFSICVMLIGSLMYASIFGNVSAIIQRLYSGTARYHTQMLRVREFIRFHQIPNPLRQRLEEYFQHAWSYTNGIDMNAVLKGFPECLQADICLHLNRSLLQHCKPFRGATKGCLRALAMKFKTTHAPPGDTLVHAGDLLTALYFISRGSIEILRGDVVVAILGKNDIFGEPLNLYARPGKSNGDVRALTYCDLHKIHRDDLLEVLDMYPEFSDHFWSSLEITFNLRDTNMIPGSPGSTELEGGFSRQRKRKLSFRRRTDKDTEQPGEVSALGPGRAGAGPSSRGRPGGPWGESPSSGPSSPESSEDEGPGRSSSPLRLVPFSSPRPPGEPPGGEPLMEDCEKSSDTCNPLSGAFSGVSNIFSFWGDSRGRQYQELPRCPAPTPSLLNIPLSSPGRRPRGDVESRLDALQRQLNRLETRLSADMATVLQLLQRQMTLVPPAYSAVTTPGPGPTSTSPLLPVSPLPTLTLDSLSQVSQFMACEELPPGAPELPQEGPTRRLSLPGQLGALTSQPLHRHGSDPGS
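U2OS cells transduced with wild-type KCNH2 virus are loaded with FluxOr dye for 45 min, and thallium flux is measured in kinetic reads before and after stimulation buffer. Rate constants are normalized to DMSO controls.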
Numbers without * were called inactive; ? = inconclusive; nt = not tested or not shown; [ ] = dose if it differs, or a comment. Unless noted, calls come from the whole dose curve; as a rule, active = well fitted curve in the direction sought with a large enough effect; inconclusive = small, poorly fitted or top-dose-only effect, or another doubt; inactive = no such curve, though single readings can be large; an effect the other way counts as inactive or inconclusive. Compounds were not picked by outcome. Share with any hit: about 2%.

SMILES	KCNH2 3.1 inh	TRPV1 agonist	MBNL1 CUG block	ASM inhibitor	CXXC DNA block	GALK inh	AT treatment	FBPA coupling cs	Integrin act MD	hERG WT inh
CC(=O)N1CCN(c2ccccc2NC(=O)COc2cc(C)cc(C)c2)CC1	11	19	-7%	0%	0%	0%	10%	0	-55%[inhibitor]	8
O=C(NC1CCN(C(=O)Nc2cccc(Cl)c2)CC1)c1ccccc1	-8	16	3%	-1%	4%	-1%	1%	0	35%	2
COc1cc(NC(=O)c2ccc3c(c2)C(=O)N(CCC(C)C)C3=O)c(C(=O)O)cc1OC	8	-1	2%	-2%	?	6%	20%	-3	-1%	29
COc1ccccc1/C=C/C(=O)OC(C)CN1CCCCC1 (stereo not given)	0	1	5%	4%	13%	nt	-8%	-1	21%	11
Cc1n[nH]c(=O)c2c(NC(=O)CSc3nnc(-c4ccco4)n3C)oc(C)c12	11	-1	nt	5%	nt	nt	-10%	nt	0%	13
Cn1cc(C(=O)c2ccc(Cl)cc2)cc1-c1nc2ccccc2n1C	1	-2	-8%	-1%	-4%	-1%	-3%	-2	9%	-10
COc1ccc(NC(=O)CSc2n[nH]c(C)c2[N+](=O)[O-])cc1	-9	-3	4%	4%	-2%	-1%	-3%	-4	0%	-8
CC(C)c1ccc(S(=O)(=O)Nc2ccc(N3CCOCC3)cc2)cc1	-16	14	-5%	-5%	-9%	-2%	-3%	-1	16%	-12
COc1ccc(/C=N/NC(=O)CCCCCNC(=O)c2ccccc2)cc1	-2	-5	16%	-3%	6%	-1%	1%	-2	12%	-4
CC(=O)Oc1cccc(N2C(=O)C3CC=C(Cl)CC3C2=O)c1 (stereo not given)	-13	3	5%	-4%	7%	5%	1%	4	16%	2
CCOC(=O)C1=C(C)N=c2s/c(=C\c3ccc(C(=O)O)cc3)c(=O)n2C1c1ccc(OC)cc1OC (stereo not given)	12	nt	nt	-4%	nt	nt	nt	nt	-5%	-1
COc1ccccc1OCCNC(=O)c1ccccc1C	5	1	4%	0%	9%	0%	2%	2	14%	-3
O=S(=O)(NCC1CC1)c1ccc(F)c(Cl)c1	-5	1	5%	15%	-1%	4%	0%	4	-2%	0
COc1ccccc1/C=N/NC(=O)CSc1ccc2ccccc2n1	-16	5	-8%	-6%	-7%	1%	16%	-33*	-3%	-2
O=C(c1ccccc1)N1CCN(CC(O)COCC2CC=CCC2)CC1 (stereo not given)	-11	-1	1%	1%	-3%	8%	19%	2	-6%	11
Cn1c(N)c(C(=O)CSc2nc(C3CC3)n(-c3ccccc3)n2)c(=O)n(C)c1=O	13	1	nt	0%	nt	nt	-1%	nt	2%	-6
O=C(O)c1cc(NCc2ccccc2)ccc1N1CCOCC1	-15	-3	-3%	16%	5%	1%	nt	1	-32%	2
Cc1cc(C)n2c(SCC(=O)NC3CCCCC3C)nnc2n1 (stereo not given)	5	1	-7%	5%	-5%	6%	3%	1	4%	-6
O=C(c1ccccc1C(F)(F)F)N1CCN(S(=O)(=O)c2ccccc2)CC1	5	0	2%	1%	-2%	3%	-7%	4	-7%[7.66 µM]	-2
CCCC(=O)c1ccc(OCc2cn(CC(=O)c3ccc(O)cc3)nn2)cc1	1	nt	nt	-4%	nt	nt	nt	nt	0%	12
O=C(Nc1ccc2c(c1)CCC2)c1ccccc1Br	-9	?	5%	-3%	-2%	0%	2%	0	?	8
COCCn1c(SCC(=O)N2CC(C)OC(C)C2)nc2c([nH]c3ccccc32)c1=O (stereo not given)	4	4	1%	0%	1%	4%	-2%	-3	-11%	3
Cc1nnc(SCC(=O)Nc2ccccc2)n1CCc1ccccc1	11	-1	-2%	1%	-15%	1%	0%	-1	-5%	3
COc1ccccc1OCC(=O)NCC1CCCN(Cc2cnn(C)c2C)C1 (stereo not given)	2	0	-3%	4%	-7%	2%	-6%	nt	15%	24
CCOC(=O)c1ccc(N/N=C/c2cc(Br)cc([N+](=O)[O-])c2O)cc1	34	-3	2%	-13%	11%	18%	9%	4	6%	20
CCOC(=O)Cc1csc(SCC(=O)Nc2cccc(Cl)c2)n1	0	23	-9%	-5%	-7%	0%	nt	1	-1%	-3
COc1ccc(C2/C=C\CN(CC(C)(C)C)CC(=O)N2Cc2ccc(F)cc2)cc1 (stereo not given)	nt	11	5%	-4%	5%	2%	-23%	2	-2%	nt
O=C1CCCC(O)=C1C=Nc1ccc2c(c1)oc1ccccc12	-7	12	-4%	193%[activator]	7%	1%	-4%	0	0%	4
COC(C(=O)NNC(=O)CCc1ccccc1)c1ccccc1 (stereo not given)	-24	-3	nt	4%	1%	2%	5%	2	-6%	1
O=C(CCC1COc2ccccc2O1)Nc1cccnc1 (stereo not given)	?	?	-1%	4%	-1%	0%	1%	1	0%	-11
CC1(C)Cc2c(C#N)c(NCc3ccco3)nc(-c3ccco3)c2CO1	2	14	21%	nt	4%	0%	8%	-3	-40%	10
Cc1c(C)n(Cc2ccc(Cl)cc2)c2ccc(C(=O)NCCN3CCOCC3)cc12	-2	25	4%	-19%	-1%	-2%	4%	0	-2%	-8
Cc1nc(SCc2ccccc2F)c2oc3ccccc3c2n1	12	8	4%	-12%	-1%	4%	11%	0	26%	5
Cc1onc(-c2ccc(Cl)cc2Cl)c1-c1csc(N/N=C/c2ccccc2Cl)n1	-8	nt	nt	18%	7%	-2%	-3%	0	10%	8
CC(C)N(Cc1ccccc1)C(=S)NC1CCCCC1	1	10	-6%	-3%	-3%	13%	3%	6	-14%	8
COc1ccc(NC(=O)C2CC(=O)n3cnnc3S2)cc1 (stereo not given)	4	-1	-8%	0%	2%	2%	-3%	3	-15%	-14
O=C(COC(=O)c1ccccc1F)c1ccc(-n2nncc2-c2ccco2)cc1	-9	10	1%	-5%	-10%	0%	-3%	0	-4%	1
CC(O)c1nc2ccccc2n1C(C)c1ccccc1 (stereo not given)	21	5	1%	4%	8%	-1%	2%	-2	-1%	9
COc1ccc(-c2nn3c(=O)c(C)nnc3s2)cc1	3	-9	26%	5%	3%	nt	4%	6	41%	-3
O=C(CN1C(=O)CSc2ccc(S(=O)(=O)N3CCCCC3)cc21)NCc1ccccc1	17	1	-8%	-1%	-3%	0%	-2%	nt	10%	5
O=C(COC(=O)CCN1C(=O)c2ccccc2C1=O)Nc1ccccc1[N+](=O)[O-]	20	0	nt	3%	nt	nt	2%	nt	0%	-5
CCOc1ccc(N2CC(C(=O)NCc3ccc(F)cc3)CC2=O)cc1 (stereo not given)	5	5	?	-3%	-1%	-3%	1%	-1	-4%	-5
COc1ccc2nc(Cl)cc(Cl)c2c1	11	1	-3%	2%	-17%	-1%	-1%	0	24%	23
CC12CCC(C(=O)N(CCCN3CCN(Cc4ccccc4)CC3)C1=O)C2(C)C (stereo not given)	-6	2	-7%	4%	5%	2%	-3%	6	-17%	5
Cc1cc(C)c(-n2[nH]nnc2=S)c(C)c1	11	0	-1%	5%	-6%	-1%	3%	6	?	8
Cc1ccc(CO/N=C/C2=C(Cl)c3ccccc3CC2)cc1	0	-2	9%	4%	-1%	1%	nt	0	-7%	2
CN(C)c1ccc(C=C(c2nnnn2-c2ccccc2)c2nnnn2-c2ccccc2)cc1	-15	11	-16%	-12%	26%	-1%	2%	-3	1%	-1
CCOc1ccc(S(=O)(=O)n2ccc(C)n2)cc1	0	-3	-1%	0%	14%	-7%	9%	-2	-5%	14
CCCOC(=O)/C(C)=N\NC(=O)c1ccco1	2	-2	1%	-1%	10%	0%	1%	2	6%	?
CCOc1cc(/C=N/NC(=O)c2ccc(-c3csc(Nc4ccc(C)cc4)n3)cc2)ccc1OCC(=O)O	-16	2	-2%	9%	-20%	5%	1%	3	-23%	7
Cc1ccc(CNC(=O)C2CCC(=O)N(CCCN3CCOCC3)C2)cc1 (stereo not given)	7	-3	-7%	2%	11%	-8%	4%	nt	2%	2
COc1ccccc1CNC(=O)Cn1cnc2ccccc2c1=O	-10	2	0%	2%	-1%	3%	-1%	0	13%	-9
Cc1cc(C)c(S(=O)(=O)n2cnc3ccccc32)c(C)c1	-13	2	-19%	-3%	0%	2%	5%	0	4%	-5
O=C(CSCc1ccc(F)cc1)N1CCOCC1	-6	-3	-5%	1%	-1%	3%	nt	5	10%	-4

3 compounds out of the list, sorted by number of heavy atoms, highest first.
SMILES	KCNH2 3.1 inh	TRPV1 agonist	MBNL1 CUG block	ASM inhibitor	CXXC DNA block	GALK inh	AT treatment	FBPA coupling cs	Integrin act MD	hERG WT inh
Cc1ccc(CO/N=C/C2=C(Cl)c3ccccc3CC2)cc1	0	-2	9%	4%	-1%	1%	nt	0	-7%	2
Cc1cc(C)c(S(=O)(=O)n2cnc3ccccc32)c(C)c1	-13	2	-19%	-3%	0%	2%	5%	0	4%	-5
COc1ccc2nc(Cl)cc(Cl)c2c1	11	1	-3%	2%	-17%	-1%	-1%	0	24%	23

Source: PubChem BioAssay
